Calpain2 inh: inhibitors of pig calpain II | purified calpain II, fluorogenic peptide substrate, 30 min | inhibition, % at 16 µM | 220,000 compounds, 0.37% hits | AID 1236;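 active means inhibition above about 50%, limit read from the data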
KCC2 mod: modulators of human KCC2 chloride dependent transport | AID 1456 | Q9H2X9 | B-score of Tl+ flux slope (higher = more flux/activation; lower = inhibition) at 10 µM | KCC2 cells, thallium flux FluoZin-2 fluorescence | 190,000 compounds, 2.2% hits;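 active means thallium flux slope and its plate-corrected score both differing from the plate sample mean at a set confidence after two filtering rounds, in either direction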;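 further: slope of fluorescence scaled to starting intensity during 10 to 20 s after thallium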
EBV gp42 block: EBV gp42 inhibition. 220,000 compounds, 0.42% hits. Fluorescence polarization binding assay, mP read-out. Q1HVG2. AID 1085. inhibition, % (tested at 21.74 µM); in the data active means inhibition above about 50%
TNF necrop inh: inhibitors of TNF-alpha induced necroptosis in Jurkat FADD-/- cells. Jurkat FADD-/- TNF necroptosis rescue, ATP luminescence, 24 h; 0 = TNF only, 100 = no-TNF cells. activation (protection from cell death), % at 10 µM. 220,000 compounds, 0.068% hits. AID 463075;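 active means activation, meaning protection from cell death, of at least 50% relative to plate controls; inactive means activation below 50%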;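 further: necroptosis triggered by 40 ng/mL TNF-alpha added together with compound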
zVAD death inh: L929 zVAD cell death inhibition. L929 zVAD necroptosis rescue, ATP luminescence, 24 h; with zVAD 60 µM. viability rescue, % at 10 µM. 220,000 compounds, 0.38% hits;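 active means activation, scaled between plate controls, above about 75%, limit read from the data; inactive means activation under that limit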;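 further: 0% = zVAD with DMSO and 100% = DMSO alone without zVAD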
MDM2 E3 inh: Mdm2 E3 ligase (human) inhibition; 210,000 compounds, 0.11% hits; Q00987; signal enhancement, % at 5 µM; cell-based MDM2 ubiquitination luciferase reporter, 2 h; 0 = plate control, 100 = twice control, blank-subtracted;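 active means signal enhancement of 30% or more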;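 further: luminescence tracks abundance of the self-degrading MDM2-luciferase fusion protein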
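Buffer or medium: Cells held in DMEM | Assay system: Stable mammalian line carrying autodegrading MDM2–luciferase fusion reporter | Quantity: 2000 cells/well | Times: 4 h settle plus 2 h compound, 37 °C | Doses: One concentration, 5 µM, with 0.2% DMSO | Technique: Luminescence with SteadyLite reagent, 15 min at room temperature | Benchmarks: Plate controls and plate blanks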
eIF4E-4G inh: eIF4E/eIF4G interaction inhibition in translation initiation. 220,000 compounds, 0.37% hits. P63073+Q04637. AID 782. inhibition, % at 21.7 µM. TR-FRET eIF4E-eIF4GI(517-606) binding, 2 h;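 active means inhibition above about 30%, limit read from the data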;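 further: 0% = full FRET control wells and 100% = background wells lacking eIF4GI fragment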
Rad51 HR inh: Rad51 (human) homologous recombination inhibition. Q06609. hRad51 DNA strand exchange, fluorescence dequenching. inhibition, % at 10 µM. 200,000 compounds, 0.085% hits;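 active means inhibition above 40% at the single screening dose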;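 further: 0% = DMSO control wells and 100% = blanks with heterologous ssDNA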
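Read-out basis: percent inhibition relative to plate controls and blanks / Assay system: human Rad51 nucleoprotein filaments preassembled on unlabelled ssDNA / Timing: filaments 15 min 37 °C, then compound 30 min / Control set: per-plate controls and blanks / Technique: fluorescence dequenching at 485/520 nm / Compound: 10 µM final, single point / Also added: Fluorescein- and BHQ1-tagged 47-mer duplex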
PERK inh: inhibitors of human PERK kinase; 220,000 compounds, 0.17% hits; Q9NZJ5; inhibition, % at 5.6 µM; AID 1416; CHO PERK-DD fusion, SEAP luminescence translation reporter;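 active means inhibition above the mean inhibition of all tested compounds plus 3 SD, set separately per screening campaign, cut at about 2.9% in these data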;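 further: PERK kinase domain activated by AP20187 dimerizer at 100 nM; 0% = DMSO with dimerizer and 100% = rapamycin at 8.4 µM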
Target sequence (Q9NZJ5 whole entry, looked up, the tested form may be a part): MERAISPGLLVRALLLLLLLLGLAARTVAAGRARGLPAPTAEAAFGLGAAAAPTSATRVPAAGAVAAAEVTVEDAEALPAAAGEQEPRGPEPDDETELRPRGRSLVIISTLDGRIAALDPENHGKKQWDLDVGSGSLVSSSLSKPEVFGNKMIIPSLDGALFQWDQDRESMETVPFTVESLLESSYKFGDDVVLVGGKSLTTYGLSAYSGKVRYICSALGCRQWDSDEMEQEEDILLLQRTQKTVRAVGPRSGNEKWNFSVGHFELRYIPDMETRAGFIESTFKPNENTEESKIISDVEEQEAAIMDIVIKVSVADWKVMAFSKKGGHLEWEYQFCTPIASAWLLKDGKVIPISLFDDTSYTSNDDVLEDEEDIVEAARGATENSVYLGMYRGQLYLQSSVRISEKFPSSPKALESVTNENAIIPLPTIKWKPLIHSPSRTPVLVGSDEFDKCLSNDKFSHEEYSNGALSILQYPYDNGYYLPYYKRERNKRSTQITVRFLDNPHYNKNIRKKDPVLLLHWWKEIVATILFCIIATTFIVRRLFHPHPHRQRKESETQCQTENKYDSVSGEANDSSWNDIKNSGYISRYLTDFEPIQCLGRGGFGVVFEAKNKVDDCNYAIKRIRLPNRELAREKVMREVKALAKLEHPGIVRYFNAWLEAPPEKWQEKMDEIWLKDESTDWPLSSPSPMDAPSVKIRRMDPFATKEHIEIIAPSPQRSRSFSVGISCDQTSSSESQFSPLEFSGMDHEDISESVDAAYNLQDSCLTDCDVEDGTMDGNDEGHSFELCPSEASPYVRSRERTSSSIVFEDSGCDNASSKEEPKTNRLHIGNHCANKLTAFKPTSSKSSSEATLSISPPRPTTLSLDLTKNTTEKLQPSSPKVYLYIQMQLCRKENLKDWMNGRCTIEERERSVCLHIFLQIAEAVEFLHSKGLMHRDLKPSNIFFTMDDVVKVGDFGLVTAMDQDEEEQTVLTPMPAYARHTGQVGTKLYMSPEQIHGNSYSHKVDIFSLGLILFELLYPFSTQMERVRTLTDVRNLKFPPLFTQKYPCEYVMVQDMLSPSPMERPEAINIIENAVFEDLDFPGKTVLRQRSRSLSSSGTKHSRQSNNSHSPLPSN
Starred values were filed as active, the others as inactive; i = inactive; x = no result given; [ ] = dose if it differs, or a comment.

Values run as follows: Calpain2 inh, KCC2 mod, EBV gp42 block, TNF necrop inh, zVAD death inh, MDM2 E3 inh, eIF4E-4G inh, Rad51 HR inh, PERK inh
CC(C)NC(=O)CN1C(=O)C(=O)c2ccccc21
 : 16.6, x, -15.5, -1.3, 0.2, -5.7, 3.1, -3.2, 0.0
CCN(CC)c1cccc(OCC(=O)N(C)CCC#N)c1
 : -12.7, 0.283, 0.9, 0.3, 0.1, -14.2, 11.2, -22.7, -1.0
COc1ccc([N+](=O)[O-])cc1/C=N/NC(=O)Cc1ccccc1
 : -11.6, x, -12.8, -1.6, 0.1, 5.4, 2.4, 1.7, 0.1
O=C(COC(=O)Cn1cnc2ccccc21)NCCc1ccccc1
 : -1.4, 0.549, -14.7, -0.3, -0.1, 1.0, -1.5, 7.3, 1.6
O=C(CSc1nnc(Nc2ccccc2)s1)Nc1cccc(S(=O)(=O)N2CCCCC2)c1
 : -35.4, -1.82, -25.3, -0.6, 0.7, -5.6, 3.4, 6.8, 0.3
C#CCN1C(=O)C(O)(CC(=O)/C=C/C=C/c2ccccc2)c2ccccc21 (configuration not stated)
 : -16.6, -1.97, 1.4, -0.2, -0.5, 3.0, -3.4, 3.7, 1.1
Cc1[nH]n(-c2nc(-c3cccc([N+](=O)[O-])c3)cs2)c(=O)c1C
 : -5.1, x, 7.7, 1.4, 0.6, -2.9, -2.9, 21.8, 0.5
Cc1nc2ccc(-c3nc4ccccc4[nH]3)cc2[nH]1
 : -39.5, 0.32, -12.9, 0.3, 38.0, -28.7, 2.6, -18.4, 1.2
Cc1nc2ccccc2cc1C(=O)N/N=C/c1cccs1
 : 14.5, -0.0218, -10.4, 1.3, 0.1, -4.9, -4.7, -2.7, 0.3
Nc1nn(S(=O)(=O)c2ccccc2)cc1-c1cccc([N+](=O)[O-])c1
 : 9.9, 1.86, 15.2, -0.3, -0.5, -6.0, -1.6, x, -0.9
COc1ccc(C(=O)Oc2cc(N)n(S(=O)(=O)c3ccccc3)n2)cc1
 : -8.0, 0.128, 11.2, 0.5, -0.6, -8.0, -2.0, -4.1, 1.2
Cc1ccc(NC(=O)c2cc(C)on2)cc1
 : 7.2, 0.623, -7.6, -2.3, -0.1, -11.0, 0.2, 1.7, 1.6
COc1ccc(-c2cc(-n3c(C(F)(F)F)nc4ccccc43)n(CCC#N)n2)cc1
 : -16.1, 0.79, -27.5, 1.0, -0.2, -10.6, -3.7, 0.6, -0.3
CN1CCC(NC(=O)Nc2cccc(C(F)(F)F)c2)CC1
 : 5.4, 1.53, -22.0, 2.7, 0.2, -26.9, 0.1, x, 1.6
COc1cccc(CCc2nnc(CCC(=O)N3CCN(Cc4ccccn4)CC3)o2)c1
 : -28.2, 0.628, -3.1, -0.2, 0.8, 4.8, 0.9, x, 1.4
COc1ccc(C(=O)C[n+]2cccc(C)c2)cc1
 : 11.2, 8.05e-05, -53.4, 1.7, 0.1, 6.4, 3.0, 2.0, 0.3
O=C(Nc1ccc(O)c2c(=O)cc(-c3ccccc3Cl)oc12)c1cccc(Cl)c1
 : -10.5, -0.191, -13.1, 2.0, 3.3, x, 4.1[fluorescence artefact?], -1.9, 0.6
COc1cc(OC)cc(C(=O)N/N=C2/SCC(=O)N2Cc2ccco2)c1
 : -3.2, 0.497, -7.1, 0.8, 3.0, 4.5, -3.7, 6.6, 0.4
COc1cc(-c2nnn(CC#N)n2)ccc1OCc1ccccc1
 : -12.5, -1.31, -17.6, 1.4, 0.9, -8.5, 7.0, -2.4, 0.6
COC(=O)N1C/C=C\C(c2ccc(OC)cc2)N(Cc2ccc(F)cc2)C(=O)C1 (configuration not stated)
 : -6.2, 0.153, -19.8, 0.2, -0.4, 14.7, -4.3, -0.6, x

2 entries from above, reformatted.
COc1cccc(CCc2nnc(CCC(=O)N3CCN(Cc4ccccn4)CC3)o2)c1
  Calpain2 inh: -28.2 | KCC2 mod: 0.628 | EBV gp42 block: -3.1 | TNF necrop inh: -0.2 | zVAD death inh: 0.8 | MDM2 E3 inh: 4.8 | eIF4E-4G inh: 0.9 | Rad51 HR inh: x | PERK inh: 1.4
COc1ccc(C(=O)C[n+]2cccc(C)c2)cc1
  Calpain2 inh: 11.2 | KCC2 mod: 8.05e-05 | EBV gp42 block: -53.4 | TNF necrop inh: 1.7 | zVAD death inh: 0.1 | MDM2 E3 inh: 6.4 | eIF4E-4G inh: 3.0 | Rad51 HR inh: 2.0 | PERK inh: 0.3

New compounds follow.
Values run as follows: Calpain2 inh, KCC2 mod, EBV gp42 block, TNF necrop inh, zVAD death inh, MDM2 E3 inh, eIF4E-4G inh, Rad51 HR inh, PERK inh
O=C(OCc1cnc(Cl)s1)c1cccs1
 : -2.8, -1.51, 1.4, 0.8, -0.9, -2.5, -0.7, -94.2, 0.7
COc1ccccc1OCCOCCOc1c(C)cc(C)cc1Br
 : 17.8, -5.41*, -16.8, 1.0, 0.9, -3.0, -0.4, x, 0.1
Cc1ccc(C(=O)C(OC(=O)c2c(C)cc(=O)oc2C)c2ccccc2)cc1 (configuration not stated)
 : 24.7, -1.82, -10.6, -1.7, 5.9, 3.5, 3.4, -2.5, 0.0
CCCCNS(=O)(=O)c1ccc(S(=O)(=O)n2cnc3ccccc32)cc1
 : -19.1, -0.203, -7.2, -1.5, 0.2, 5.7, 7.6[fluorescence artefact?], -1.4, -0.3
Cc1cccc(-n2c(N)c(-c3nc4ccccc4n3C)c3nc4ccccc4nc32)c1
 : -57.7, 0.159, -16.1, 3.6, 1.5, -19.5, 3.9[fluorescence artefact?], -32.7, -0.3
CCOC(=O)C1CCN(c2ncnc3c2[nH]c2cccc(OC)c23)CC1
 : i, x, -12.2, -0.9, 2.0, 3.0, -2.3, -3.9, -1.0
CC(C)Sc1ncc(S(=O)(=O)c2ccccc2)c(=O)[nH]1
 : -0.6, 0.305, -1.4, 0.0, 0.3, -5.4, -2.0, -0.9, 0.2
NS(=O)(=O)c1ccc(N=NN2CCCCC2)cc1
 : -14.4, 3.09, -1.2, 0.5, 1.6, -10.1, -5.7, 5.1, 0.5
Cc1ccccc1-n1c(SCC(=O)c2cc(C)n(C)c2C)nnc1-c1cccnc1
 : 22.9, -0.00979, -0.5, -2.3, -0.3, -11.1, 3.0, -3.6, -1.3
O=C(CN1CCN(c2ccccc2F)CC1)c1ccc2c(c1)OCO2
 : -15.0, -0.647, -13.3, -1.5, -1.2, -0.8, 4.5, 1.5, 0.8

Individual results from the results shown:
O=C(CN1CCN(c2ccccc2F)CC1)c1ccc2c(c1)OCO2 @ KCC2 mod = -0.647
CCOC(=O)C1CCN(c2ncnc3c2[nH]c2cccc(OC)c23)CC1 @ EBV gp42 block = -12.2

The listing continues.
Compound | Calpain2 inh | KCC2 mod | EBV gp42 block | TNF necrop inh | zVAD death inh | MDM2 E3 inh | eIF4E-4G inh | Rad51 HR inh | PERK inh
Cc1noc(C)c1S(=O)(=O)N1CCC(C(=O)Nc2ccccn2)CC1 | 2.5 | x | -6.5 | 1.0 | -1.2 | -0.2 | -1.5 | 3.9 | 0.0
Cc1ccc(Oc2nc(C(F)(F)F)nc3ccccc23)cc1 | 24.9 | x | -8.4 | -4.4 | 0.6 | 3.2 | -10.4 | 2.3 | 0.2
Cc1nc(-c2nc(CC(=O)NNC(=O)c3ccc(Cl)cc3)cs2)cs1 | 10.5 | 0.659 | -6.9 | 1.9 | 1.3 | -17.0 | -2.8 | x | 0.9
CC1CN(c2cc(=O)n(-c3ccc(Cl)cc3)c(=O)[nH]2)CC(C)O1 (configuration not stated) | -26.4 | 1.02 | -13.1 | -0.5 | 1.4 | -26.3 | -0.8 | 26.7 | 1.5
C#CCOCCOCCOCCNc1nc(N2CCOCC2)nc(N2CCN(C(=O)[C@H](Cc3cc4ccccc4[nH]3)n3cc([C@@H](N)Cc4ccc(O)cc4)nn3)CC2)n1 | -18.9 | 0.0831 | -5.6 | 2.3 | -0.1 | x | -0.3 | -3.0 | 0.9
CC1CCCCN1C(=O)CSc1nc(-c2ccccc2)cn1N (configuration not stated) | 28.7 | -0.0789 | -11.6 | 1.3 | 3.0 | 1.5 | -1.9 | -4.2 | -0.2
COc1ccc(C)cc1NC(=O)C1CC(=O)N(Cc2ccco2)C1 (configuration not stated) | 17.7 | -0.0396 | -2.2 | -1.2 | 0.8 | -18.7 | -7.6 | 2.4 | -1.0
CCOC(=O)Nc1ccc2c(CN3CCN(S(=O)(=O)c4ccccc4)CC3)cc(=O)oc2c1 | -138.0 | -2.05 | -8.0 | 0.6 | 0.8 | -2.2 | 4.4 | 4.6 | 0.2
Nc1ccc(NC2C[C@@H](C(=O)O)NC2=O)cc1 (some centres not stated) | -29.7 | 1.27 | 3.0 | 0.3 | 1.6 | 2.6 | -1.7 | 3.4 | -0.1
O=C(c1cc2ccccn2n1)N1CCN(c2cccc(C(F)(F)F)c2)CC1 | -6.1 | x | -1.4 | 0.1 | 1.2 | 0.9 | -4.1 | -2.8 | 1.9
CCCCn1c(-c2ccccc2)nnc1-c1ccccc1 | 26.2 | -0.314 | -0.9 | -2.2 | -0.2 | -12.0 | x | -4.0 | 0.5
CCOC(=O)C1(Cc2cccc(OC)c2)CCN(Cc2cccc(OCC)c2O)CC1 | 46.6 | -0.612 | -18.0 | 2.2 | 1.8 | -14.6 | 2.5 | x | -0.5
CCC(C)(C)n1nnnc1C(c1cc2cc3c(cc2[nH]c1=O)OCO3)N1CCN(C)CC1 (configuration not stated) | -324.2 | -0.00478 | -18.1 | -0.3 | -0.4 | -16.7 | -1.2 | -2.2 | 0.7
Clc1ccccc1-c1nnc2sc(-c3ccco3)nn12 | -6.9 | -2.44 | -14.4 | -0.8 | 0.0 | 5.5 | 2.9[fluorescence artefact?] | -5.4 | 1.7
CCc1cccc(NC(=O)CSc2nc3c(c(=O)[nH]2)CCCC3)c1 | -2.8 | 0.183 | 1.2 | -0.6 | x | -1.9 | -0.2[fluorescence artefact?] | x | 0.7
CCOC(=O)N1CCN(C(=O)c2cc3sccc3n2C)CC1 | -6.8 | 2.1 | -8.2 | 0.9 | 0.3 | 0.5 | 2.2 | -3.8 | 0.5
Cc1c(NC(=O)CCc2ccccc2)cccc1[N+](=O)[O-] | 16.1 | -0.233 | -4.8 | 1.6 | 1.0 | 1.4 | 1.9 | -12.7 | 1.4
COC(=O)CC(=O)Cc1nc(N)nc(Nc2ccc(C)c(C)c2)n1 | -20.2 | -3.1 | -18.6 | 1.5 | 0.5 | -24.6 | 4.0 | -0.8 | 0.6
Cc1nn2c(NCCOCCO)c3c(nc2c1-c1ccccc1)CCC3 | 20.1 | 0.163 | 6.9 | 3.0 | 0.5 | -13.6 | 2.1 | -9.4 | -1.3
COC(=O)C(CCSC)NC(=O)/C=C/c1ccc(OC)cc1 (configuration not stated) | 6.3 | 1.31 | 17.2 | -3.3 | 1.7 | -8.4 | 0.7 | 0.3 | -0.3
COC(=O)c1c(C(=O)OC)c2n(c1C)CCS2 | -4.5 | 0.0148 | -16.8 | 3.1 | 0.1 | -9.8 | 3.9 | 3.1 | 0.9
CSc1nc2ccc(Br)cc2[nH]1 | 16.4 | -0.82 | -8.1 | -0.2 | 2.9 | -12.7 | 1.1 | x | -0.2
Cc1ccc2c(c1)sc[n+]2Cc1ccccc1 | 9.7 | 1.77 | -1.8 | -11.5 | 0.2 | -6.3 | 0.6 | -2.9 | -0.6

Screening results as filed in PubChem.

Compounds were not picked by outcome. Share with any hit: about 3.6%.
